Bioassay records as filed in PubChem.
EPAC1 agonist = EPAC1 (human) agonism; O95398; AID 720707; Potency, µM (titrated, usually from 154 µM), inactives show at the top dose activation, most hits filed as activators; actives 0.073% (n = 360,000); EPAC1 agonist qHTS, biochemical assay; response scale: 100% = response to 6.5 mM cAMP; further: potency means the concentration at half of the fitted maximal effect; nearly all actives have a fitted effect of over 60% in size
Target sequence (O95398 whole entry, looked up): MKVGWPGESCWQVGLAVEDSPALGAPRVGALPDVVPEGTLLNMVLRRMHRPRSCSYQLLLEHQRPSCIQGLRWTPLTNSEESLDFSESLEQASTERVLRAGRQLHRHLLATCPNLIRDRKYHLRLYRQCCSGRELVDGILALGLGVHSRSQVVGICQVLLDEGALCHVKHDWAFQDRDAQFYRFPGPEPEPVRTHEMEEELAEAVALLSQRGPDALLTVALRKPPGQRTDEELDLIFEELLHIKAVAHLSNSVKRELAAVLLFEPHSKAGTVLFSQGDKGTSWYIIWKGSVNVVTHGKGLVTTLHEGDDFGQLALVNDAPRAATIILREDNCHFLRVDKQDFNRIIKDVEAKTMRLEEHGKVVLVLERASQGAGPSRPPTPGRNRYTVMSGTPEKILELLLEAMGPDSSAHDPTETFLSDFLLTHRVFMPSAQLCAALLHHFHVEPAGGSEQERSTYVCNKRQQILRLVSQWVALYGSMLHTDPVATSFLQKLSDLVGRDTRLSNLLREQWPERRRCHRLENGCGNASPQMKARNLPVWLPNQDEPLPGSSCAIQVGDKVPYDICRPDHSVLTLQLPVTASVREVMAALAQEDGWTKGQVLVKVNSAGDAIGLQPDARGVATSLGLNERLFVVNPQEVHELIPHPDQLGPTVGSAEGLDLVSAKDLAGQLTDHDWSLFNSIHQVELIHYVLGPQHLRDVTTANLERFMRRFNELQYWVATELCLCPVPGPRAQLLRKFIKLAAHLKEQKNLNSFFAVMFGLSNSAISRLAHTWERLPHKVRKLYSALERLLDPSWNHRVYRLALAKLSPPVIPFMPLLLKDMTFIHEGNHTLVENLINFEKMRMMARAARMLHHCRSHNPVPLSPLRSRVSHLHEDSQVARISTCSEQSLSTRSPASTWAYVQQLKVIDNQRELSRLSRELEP
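Fluorescent GDP-exchange assay: 100 nM EPAC1 with 250 nM Rap1B preloaded with BODIPY-GDP and 50 uM GDP; compounds tested as concentration series, 5 min at room temperature, then read every 5 min for 30 min (ex 480/em 540 nm); normalized to 6.5 mM cAMP.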
IL2 activator = IL-2 activation; IL-2 activation reporter assay, cell-based qHTS; stimulated with anti-CD3/CD4/CD28 beads; in transgenic mouse T cells; activation, % (series mostly up to about 46 µM); actives 0.065% (n = 360,000); in the data active means activation above about 50%; inconclusive means mostly about 30% to 49%; further: 0% is about no effect
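Quantitative HTS in unstimulated transgenic mouse T cells, with memory T cells as non-tolerant control and PMA/ionomycin as tolerance-bypass control. Compound pretreatment lasted 60 minutes before 18 h bead stimulation; EGFP/DsRed fluorescence read.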
PLK1 PBD block = PLK1 (human) polo-box domain binding inhibition. P53350. Plk1 PBD binding of FITC phosphopeptide, fluorescence polarization. Potency, µM, without a hit: max response, negative = inhibition, actives largely listed as inhibitors. actives 2.8% (n = 360,000); further: potency means the concentration at half of the fitted maximal effect; series mostly up to about 57 µM; on the % scale 0 is the no-effect control and ±100 the full control effect; nearly all actives have a fitted effect of over 65% in size
WRN helicase inh = blocks human WRN helicase; Q14191; WRN helicase unwinding, fluorescent forked duplex, kinetic; Potency, µM (highest dose often 114 µM), for inactives: at the highest dose activity change, negative = inhibition, hits mostly inhibitors; actives 0.46% (n = 360,000); AID 651768; further: potency means the concentration at half of the fitted maximal effect; on the % scale 0 is the no-effect control and ±100 the full control effect; nearly all actives have a fitted effect of over 55% in size
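Enzyme (20 nM final) and test compound sit together 15 min at room temperature before substrate addition. Substrate is a single-forked duplex oligonucleotide (100 nM) labelled with fluorophore and quencher, with 2 mM ATP; helicase unwinding raises red fluorescence, read kinetically.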
Abeta rescue = restores growth of yeast expressing A-beta42 peptide | yeast expressing A-beta42, growth rescue, OD600, 48 h; response scale: 0% DMSO, 100% iron-clioquinol control | Potency, µM (highest dose often 46.1 µM), for inactives: at the highest dose growth rescue, most hits filed as activators | actives 0.063% (n = 410,000) | AID 1347071; further: potency means the concentration at half of the fitted maximal effect; nearly all actives have a fitted effect of over 55% in size
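Yeast A-beta toxicity model in growth medium with pinned compounds, 48 h at 30 C; growth read as absorbance at 600 nm. Normalized to FeCl3/clioquinol equimolar mix (positive) and DMSO (negative).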
PI5P4Ka inh = blocks human PI5P4K alpha kinase activity; P48426; PI5P4Kalpha enzyme, ADP-Glo luminescence, 60 min; stronger effect = lower value; max response, %; actives 1.2% (n = 330,000); AID 652105; active means max response of -50% or lower; inconclusive means between -30% and -50%; inactive means -30% or higher; further: value at the top dose of about 77 µM; on the % scale 0 is the no-effect control and ±100 the full control effect
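qHTS, 1536-well: enzyme/substrate mix, compound by pin tool, 5 microM ATP final; RT 60 min; ADP-Glo reagents 1 (45 min) then 2 (30 min); luminescence.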
aSyn yeast inh = inhibitors of alpha-synuclein toxicity in yeast | Yeast expressing alpha-synuclein, growth rescue, BacTiter-Glo, 24 h | Potency, µM (top dose mostly 46.1 µM), inactives show at the top dose growth rescue (activation), actives largely listed as activators | actives 0.14% (n = 370,000) | AID 652106; further: potency means the concentration at half of the fitted maximal effect; % of control where 0% means no effect; nearly all actives have a fitted effect of over 65% in size
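Readout is rescue of growth in alpha-synuclein-expressing yeast, so inhibitors of toxicity appear as activators. Growth after 24 hr at 30 deg C in galactose medium is quantified by luminescence.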
EPAC1 antagonist = antagonists of human EPAC1; O95398; EPAC1 GEF assay, Rap1b-BODIPY-GDP exchange fluorescence; Potency, µM (highest dose often 115 µM), inactives show at the highest dose activity change, negative = inhibition, hits mostly inhibitors; actives 0.14% (n = 360,000);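 further: potency means the concentration at half of the fitted maximal effect; plate controls were vehicle for no effect and positive control for full effect; nearly all actives have a fitted effect of over 50% in size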
FUS suppressor = suppressors of FUS proteinopathy in yeast; S. cerevisiae FUS-expressing, growth rescue, OD600, 24 h; Potency, µM (series often up to 76.6 µM), for inactives: at the highest dose growth rescue (activation), most hits filed as activators; actives 0.24% (n = 390,000);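 further: potency means the concentration at half of the fitted maximal effect; plate controls were DMSO vehicle for no effect and reference control for full effect; nearly all actives have a fitted effect of over 55% in size; some results filed as inactive show a strong effect at the top dose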
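Quantitative HTS measuring growth restoration of FUS-toxic yeast. Galactose-induced cells (OD 0.005) were exposed 24hr at 30C to compounds at several concentrations, then absorbance at 600 nm was recorded.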
The depositor's hits bear a star; ? = inconclusive; · = not tested or not shown; & = joins results of further samples; [ ] = dose if it differs, or a comment. Unless noted, the call rests on the fitted dose curve; in most records, active means well fitted curve in the direction sought with a large enough effect; inconclusive means small, poorly fitted or top-dose-only effect, or another doubt; inactive means no such curve, though single readings can be large; an effect the other way counts as inactive or inconclusive.

Structure,EPAC1 agonist,IL2 activator,PLK1 PBD block,WRN helicase inh,Abeta rescue,PI5P4Ka inh,aSyn yeast inh,EPAC1 antagonist,FUS suppressor
O=C(OCCC1Oc2cccnc2NC1=O)c1ccc(Cl)cc1 (stereo unspecified),5%,-4.6,-18%,-32%,-13%,-4,-1%,-6%,8%
COCCNC(=O)c1ccccc1NS(=O)(=O)c1ccc(Br)s1,0%,-0.6,-2%,2%,2%,·,2%,6%,23%
CC1CCC2(CC1)NC(=O)N(CC(=O)NC(=O)NC1CCCC1)C2=O (stereo unspecified),0%,0.1,1%,-1%,13%,·,3%,6%,9%
CC1(C)CC(=O)C2=C(C1)Nc1cc3c(cc1C2c1ccc2c(c1)OCO2)OCO3 (stereo unspecified),5%,-1.4,-7%,-3%,-1%,-11,10%,-22%,35µM*
O=C(CCCN1C(=O)C2CC=CCC2C1=O)Nc1ccccc1Cl (stereo unspecified),0%,0.9,0%,8%,11%,2,-4%,4%,6%
CCSc1oc(-c2ccco2)nc1S(=O)(=O)c1ccc(F)cc1,25%,-0.9,-7%,-5%,18%,·,1%,-2%,25%
CC(Sc1ccccn1)C(=O)Nc1ccc2c(c1)OCCO2 (stereo unspecified),1%,-3.6,-2%,?,1%,-6,-6%,10%,·
Cc1c(NC(=O)CSc2nnnn2C)c(=O)n(-c2ccccc2)n1C,9%,0.8,0%,15%,6%,1,-9%,13%,-6%
CCN(CCN1CCCC1)C(=O)c1cc(COc2ccccc2SC)on1,-3%,0.0,-6%,-1%,-3%,3,4%,-6%,20%
O=S(=O)(c1cc(Cl)cc(Cl)c1)N1CCC2CC1c1cc(Cl)ccc12 (stereo unspecified),-8%,-0.1,-5%,-1%,4%,29,0%,-9%,-15%
Nc1cc(C(=O)O)ccc1N1CCCCCC1,5%,-0.9,-9%,-13%,-7%,·,0%,0%,-11%
CCOc1ccc(S(=O)(=O)NNC(=S)Nc2ccc(Br)cc2)cc1,19%,-0.5,-17%,-8%,2%,-7,-7%,-22%,·
Nc1ccn([C@@H]2O[C@H](C(=O)NCc3ccc4c(c3)OCO4)[C@@H](O)[C@H]2O)c(=O)n1,1%,1.3,0%,0%,-9%,-15,0%,7%,-11%
CN1CCN(c2nc3c(c(=O)n(C)c(=O)n3C)n2CC(=O)C23CC4CC(CC(C4)C2)C3)CC1,-1%,-1.1,0%,-4%,-6%,·,-8%,-1%,15%
O=C(Nc1nc2ccc(F)cc2s1)Oc1ccccc1,9%,0.1,-18%,0%,-3%,-10,-2%,13%,40%
CCOC(=O)COc1cc([N+](=O)[O-])cc2cccnc12,-8%,-0.7,-16%,1%,4%,3,0%,-9%,10%
Cc1ccc(S(=O)(=O)Nc2cccc(C(=O)N3CCOCC3)c2)c(C)c1NS(C)(=O)=O,8%,-1.7,-10%,5%,-7%,-1,-5%,5%,-3%
Cc1ccc(S(=O)(=O)NC(CC(=O)NCC2CCCO2)c2ccco2)cc1 (stereo unspecified),5%,-0.9,-5%,-2%,-9%,10,-2%,4%,-1%
CSc1nc(N)nc2c1ncn2C1OC(CO)CC1O (stereo unspecified),0%,-5.2,-7%,2%,-10%,1,-3%,3%,·
Cc1ccc(C(C(=O)NC2CCCCC2)N2CCC3(CC2)OCCO3)cc1 (stereo unspecified),14%,-2.6,-13%,-1%,11%,-3,-4%,-19%,-11%
COc1ccc(N2CCN(S(=O)(=O)CCNC(=O)CCCc3ccccc3)CC2)cc1,0%,-0.6,6%,-4%,-9%,-6,-3%,-2%,-8%
COc1ccc(/C=C/C(=O)NC(=S)NNC(=O)c2cc(OC)c(OC)c(OC)c2)cc1OC,12%,1.3,-7%,-1%,3%,0,-9%,-1%,32%
COc1ccc(Cc2c(O)nc(SCC(=O)N3CCCCCC3)[nH]c2=O)cc1,8%,-2.5,-8%,-10%,-11%,·,0%,9%,24%
CCOC(=O)c1ccccc1NC(=O)c1cncc(Br)c1,7%,-0.4,-3%,-9%,7%,11,2%,-1%,9%
Cc1nn(CCN)c(C)c1Cl,-10%,2.8,6%,-2%,2%,2,-7%,-11%,-34%
O=C(CSc1nc2ccccc2o1)N1CCOCC1,7%,-2.1,-10%,6%,10%,1,-4%,13%,30%
Cc1ccc(S(=O)(=O)N2CCCCC2)cc1NC(=O)C1=NN(c2ccccc2)C(=O)CC1,4%,-0.2,-13%,0%,-18%,-1,-2%,-9%,-13%
O=C(C[n+]1ccc2ccccc2c1)Nc1cc(C(F)(F)F)ccc1Cl,17%,-0.9,10%,-4%[57.1 µM],13%,4,0%,-4%,4%
CCOC(=O)C1CCN(C(=O)c2ccc3c(c2)NC(=O)/C(=C\c2cccc(C)c2)S3)CC1,8%,-0.1,-14%,-1%,?,0,-1%,-15%,?
CCCn1nnnc1NC(=O)CSc1ccc(Cl)cc1,-3%,0.1,-25%,-1%[57.1 µM],26%,·,7%,10%,-18%
O=C1COCCOCCOCC(=O)NCCN1,14%,0.4,-13%,12%,12%,1,0%,-8%,-1%
Cn1ccnc1Sc1ccc(C=O)cc1[N+](=O)[O-],4%,0.8,?,-8%,-16%,-5,3%,0%,9%
CCc1nnc(SCC(=O)Nc2nnc(C)s2)n1CC1CCCO1 (stereo unspecified),0%,-2.0,0%,?,0%,5,-2%,15%,·
CCCCC1=CC2=C(c3ccco3)C(=O)C(C)(OC(=O)c3ccc(OC)cc3)C(=O)C2=CN1Cc1ccccc1 (stereo unspecified),-7%,-0.5,-27%,-8%,-13%,-71*,-1%,-23%,3%
COCc1ccc(C(=O)N2CCCC(C(=O)c3cc(F)ccc3F)C2)s1 (stereo unspecified),-1%,0.8,-20%,-29%,0%,2,-4%,-7%,26%
CC(C)c1cccc(C(C)C)c1NC(=O)COC(=O)c1ccc2c(c1)S(=O)(=O)c1ccccc1C2=O,13%,-1.8,-8%,-3%,0%,-12,-3%,17%,23%
CC(C)C(=O)N1CCC1(C)C(=O)Nc1nc2ccccc2[nH]1 (stereo unspecified),-9%,-0.5,-3%,-4%,13%,2,0%,4%,-24%
CC(=O)c1ccc(NCC2COc3ccccc3O2)c([N+](=O)[O-])c1 (stereo unspecified),20%,-0.4,-6%,-30%,17%,1,4%,-26%,10%
COc1ccc(NC(=O)COC(=O)c2ccc(F)cc2F)cc1,2%,-0.6,4%,-1%,-2%,-7,1%,-5%,-19%
COC(=O)C1C(=O)/C(=C(/C)N2CCCC2)C(=O)CC1(C)C (stereo unspecified),0%,1.5,-2%,-4%,14%,0,5%,0%,11%
CN(C)/C=C(/C(=O)c1ccccc1)S(=O)(=O)c1ccc(Cl)cc1,-9%,-0.7,-11%,-2%,-16%,0,1%,4%,4%
C=CCn1c(C)nnc1SCC(=O)Nc1cc(S(=O)(=O)N2CCCC2)ccc1Cl,-5%,0.2,-1%,-22%,-4%,-6,8%,-2%,18%
COc1ccc(CCN2CN(S(=O)(=O)c3ccccc3)c3nc4ccccc4nc32)cc1,20%,1.1,-6%,0%,-7%,5,-10%,11%,·
CCCCNC(=O)C1CCN(S(=O)(=O)N2CCCCCC2)CC1,-5%,1.6,5%,-24%[57.1 µM],0%,2,-2%,38%[activator],15%
CCOc1cc(CNc2ccccc2)cc(Br)c1OCc1ccccc1F,6%,-2.1,-1%,-2%,9%,·,8%,10%,16%
CCOC(=O)c1ccc(NC(=O)Cn2nnc(-c3ccccc3)n2)cc1,0%,0.4,?,-4%,-25%,8,1%,4%,11%
CCOc1ccc(CCNC(=O)CN2C(=O)c3cccnc3Oc3ccc(Cl)cc32)cc1,-14%,-0.1,4%,-1%,6%&-2%,0,-7%,-32%,10%&2%
CC(C)C(=O)N1CCN(c2cc(N3CCN(C)CC3)c(F)cc2[N+](=O)[O-])CC1,3%,-0.3,-13%,?,14%,-6,0%,3%,-2%
O=S(=O)(NCCc1ccccc1)c1cccc2cccnc12,11%,-1.2,-29%,-3%,17%,-5,15%,-10%,7%
CCn1nc(CC(=O)Nc2nnc(CC(=O)N3CCOCC3)s2)c2ccccc2c1=O,-3%,0.8,0%,-14%[57.1 µM],16%,2,0%,10%,-8%
Cc1cc(C)c(NC(=O)CSc2nc(=O)n(CCN3CCOCC3)c3c2CCCC3)c(C)c1,6%,2.8,3%,-5%,-4%,1,-8%,1%,9%
C[C@H](CO)N1C[C@H](C)[C@H](CN(C)CC2CC2)Oc2ccc(NC(=O)CCN3CCOCC3)cc2C1=O,0%,-0.4,-9%,1%,5%,2,-9%,1%,5%
O=C(COc1ccccc1F)NNC(=O)c1cccc(-n2cccc2)c1,-9%,-2.7,-3%,-9%,-3%,5,0%,-20%,12%

Taken from above.
O=C1COCCOCCOCC(=O)NCCN1 @ EPAC1 antagonist = -8%
CCn1nc(CC(=O)Nc2nnc(CC(=O)N3CCOCC3)s2)c2ccccc2c1=O @ FUS suppressor = -8%
